# Bioassay records from PubChem BioAssay.
# TAAR1 ag: human TAAR1 agonism; Q96RJ0; CHO RD-HGA16 TAAR1, Fluo-8 calcium fluorescence; vehicle wells 0%, saturating PEA agonist 100%; activation, % at 3 µM; 360,000 tested, 0.99% active;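 active means activation above the mean activation of all test compounds in the run plus 3 SD, cut at about 38% in these data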
#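 System: CHO RD-HGA16 cells carrying human TAAR1 plus Gα16; Incubation: 17-24 h seeding, 75 min 37 °C dye, 30 min RT; Measured by: Fluo-8 fluorescence, 5 s baseline then 140 s kinetic read; Control set: DMSO and PEA EC100; Replication: single well for each compound.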
# V1aR counter: activates human V1a receptor in oxytocin agonist counter-screen; P37288; CHO-V1R cells, Fluo-8 calcium fluorescence, agonist mode; 0% DMSO, 100% 3 nM vasopressin; activation, % at 3 µM; 320,000 tested, 0.25% active;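 active means activation above the mean activation of all tested compounds plus 3 SD, per screening run, cut at about 20% in these data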;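 further: signal is peak over basal fluorescence ratio across a 100 second FLIPR read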
# Target sequence (P37288 whole entry, looked up): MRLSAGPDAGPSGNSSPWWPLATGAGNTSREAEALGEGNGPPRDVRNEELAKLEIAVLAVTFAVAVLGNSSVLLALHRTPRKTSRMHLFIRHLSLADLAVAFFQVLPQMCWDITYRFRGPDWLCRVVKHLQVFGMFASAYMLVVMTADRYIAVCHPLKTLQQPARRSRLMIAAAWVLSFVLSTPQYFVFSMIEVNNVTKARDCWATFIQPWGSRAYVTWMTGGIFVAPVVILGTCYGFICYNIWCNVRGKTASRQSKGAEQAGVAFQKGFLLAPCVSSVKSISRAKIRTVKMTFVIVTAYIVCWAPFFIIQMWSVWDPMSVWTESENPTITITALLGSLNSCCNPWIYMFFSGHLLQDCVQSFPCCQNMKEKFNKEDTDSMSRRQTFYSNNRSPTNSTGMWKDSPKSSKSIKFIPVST
# M1 PAM: positive allosteric modulators of human M1 muscarinic receptor. CHO-K1 hM1, Fluo-8 calcium fluorescence, ACh EC20; 0% = ACh EC20, 100% = maximal ACh. 360,000 tested, 0.088% active. activation, % at 3 µM. P11229; in the data active means activation above about 19%, passing the limit was not always enough
# M1 antag: human CHRM1 antagonism. P11229. CHO-K1 hM1, Fluo-8 calcium fluorescence, ACh EC80 antagonist. inhibition, % at 3 µM. 360,000 tested, 1.3% active;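 active means percent inhibition above its own plate's cutoff, namely the mean of that plate's compound wells plus 3 SD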;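 further: peak over basal fluorescence ratio during 140 s after agonist addition; 0% = ACh EC80 plus DMSO and 100% = DMSO alone without agonist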
# OXTR agonist: activates the human oxytocin receptor. P30559. CHO-OTR cells, Fluo-8 calcium fluorescence; normalized: DMSO 0%, oxytocin 100%. activation, % at 3 µM. 320,000 tested, 0.32% active. AID 2435;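 active means activation above the mean of all tested compounds plus 3 SD, cutoff set per screening run, cut at about 20% in these data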;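 further: peak over basal fluorescence ratio from a 100 s FLIPR kinetic read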
# Target sequence (P30559 whole entry, looked up): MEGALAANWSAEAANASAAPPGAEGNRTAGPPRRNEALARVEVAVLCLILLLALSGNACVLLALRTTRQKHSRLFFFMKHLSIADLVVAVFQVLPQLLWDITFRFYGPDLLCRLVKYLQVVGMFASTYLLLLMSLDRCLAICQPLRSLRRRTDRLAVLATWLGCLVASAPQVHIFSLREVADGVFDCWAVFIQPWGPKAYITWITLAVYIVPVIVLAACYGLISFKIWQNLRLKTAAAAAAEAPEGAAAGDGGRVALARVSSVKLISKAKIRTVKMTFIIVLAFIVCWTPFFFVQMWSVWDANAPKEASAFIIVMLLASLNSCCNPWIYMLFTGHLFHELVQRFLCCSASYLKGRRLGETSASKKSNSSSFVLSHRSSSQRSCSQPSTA
# M1 ag: human M1 muscarinic receptor agonism. P11229. CHO-K1 hM1, Fluo-8 calcium fluorescence, agonist mode; 0% DMSO, 100% acetylcholine EC100. activation, % at 3 µM. 360,000 tested, 0.33% active. AID 588814;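 active means activation above the run's mean compound activation plus 3 SD, cut at about 16% in these data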;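 further: peak over basal fluorescence ratio within a 140 s kinetic read after compound addition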
# TAAR1 antag: human TAAR1 antagonism; CHO RD-HGA16 TAAR1, Fluo-8 calcium fluorescence, antagonist; Q96RJ0; inhibition, % at 3 µM; 360,000 tested, 1.5% active;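 active means inhibition above a per-plate cutoff, the mean inhibition of test compounds on that plate plus 3 SD, cut at about 49% in these data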;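 further: 0% = DMSO plus EC80 beta-PEA response and 100% = DMSO alone without agonist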
#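 test system = CHO RD-HGA16 cells bearing hTAAR1 | replication = singlicate | controls = DMSO-only wells and EC80 β-PEA-stimulated wells | reagent = EC80 β-phenethylamine stimulus | read-out basis = percent inhibition of PEA-evoked calcium signal, max/basal emission ratio | schedule = seeding 17-24 h prior, 75-min 37 °C, 30-min RT dye loading | signal = kinetic Fluo-8 calcium fluorescence measurement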
# OXTR potentiate: potentiates the human oxytocin receptor response. 320,000 tested, 0.061% active. P30559. CHO-OTR cells, Fluo-8 calcium fluorescence, potentiator mode; 0% = oxytocin EC15, 100% = EC100. AID 2445. activation, % at 3 µM;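 active means activation above that plate's cutoff, the mean activation of tested compounds plus 3 SD, cut at about 6.6% in these data, passing the limit was not always enough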;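 further: 100% uses oxytocin at 75 nM as the full agonist control; some results filed as inactive read as strong as hits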
#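 System: human OTR in CHO cells / Also added: sub-maximal oxytocin, roughly EC15 / Control set: EC15 oxytocin low, 75 nM oxytocin high / Schedule: 6 min compound pre-incubation at room temperature, 100 s kinetic read / Compound: single-point 3.0 µM / Replication: singlicate / Technique: Fluo-8 calcium dye fluorescence / Read-out basis: % activation of max/min ratio relative to oxytocin controls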
# CHO parental Ca: counter-screen for OX1R antagonists: effect in parental CHO cells; parental CHO-K1, ATP-induced calcium, Fluo-8 fluorescence; inhibition, % at 5.6 µM; 330,000 tested, 0.63% active; AID 463079;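 active means inhibition above that plate's mean sample inhibition plus 3 SD, cut at about 26% in these data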;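 further: 0% = ATP-challenged DMSO wells and 100% = DMSO wells without ATP; some compounds past the cut are filed as inactive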
#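 Assay system – parental CHO cells · Reagent – ATP stimulus · Detection – intracellular calcium via Fluo-8 no-wash fluorescent dye · Evaluation – percent inhibition of ATP-evoked calcium rise, normalized to controls · Controls – ATP wells versus no-ATP DMSO wells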
# An asterisk follows results filed as active; / = no result given.
SMILES,TAAR1 ag,V1aR counter,M1 PAM,M1 antag,OXTR agonist,M1 ag,TAAR1 antag,OXTR potentiate,CHO parental Ca
O=[N+]([O-])c1ccc2nc(-[n+]3c(-c4ccccc4)cc(-c4ccccc4)cc3-c3ccccc3)[nH]c2c1,/,1.4,-1,0,0.0,-9,/,-13,-16
Cc1ccccc1NC(=O)c1ccc2nc(N3CCOCC3)sc2c1,4,1.6,-4,1,1.7,-3,-1,-5,-6
O=C(NCc1cccc(Cl)c1)C1Cc2c(-c3cccc(F)c3)ccnc2O1 (configuration not stated),-2,/,9,-11,/,-1,-54,/,/
CCC(C)NC(=O)c1ccc(NC(=O)C2CCCO2)cc1 (configuration not stated),2,0.1,3,1,0.6,-3,-1,-3,0
N#Cc1cc2sc3nnc(-c4ccncc4)n3c2cc1C#N,5,-0.2,2,-21,0.7,-6,-7,-11,-12
COc1ccc(N2CCN(CC(=O)Nc3ccccc3SC)CC2)cc1,4,-0.1,3,-3,-2.5,-3,1,-3,-13
O=c1[nH]c2cc3c(cc2cc1CN(Cc1cccs1)Cc1nnnn1Cc1ccco1)OCCO3,12,0.2,3,-4,-0.2,-4,-9,-25,-3
Cc1noc(C)c1CSc1nc2ccccc2c(=O)n1-c1ccc(Cl)cc1,17,0.8,-10,4,-0.9,-11,21,-6,-31
COc1cccc(/C=N/NC(=O)CC2C(=O)NN=C2C)c1OC (configuration not stated),2,1.4,15,-10,0.3,-1,7,-2,-5
COc1ccc(C(=O)NC(=S)Nc2ccc3[nH]c(=O)[nH]c3c2)cc1Br,2,/,9,-13,/,-6,-9,/,/
Cc1cccc(-n2cc(-c3ccccc3)c3c(NN4CCOCC4)ncnc32)c1,3,14,-1,7,11,-9,17,-10,-3
Cc1ccc(/C=C/C(=O)Nc2nnc(SCc3ccc(C#N)cc3)s2)o1,5,-0.4,4,-8,-0.8,-5,-6,-6,-10

# Part of the list above in another layout.
Structure	TAAR1 ag	V1aR counter	M1 PAM	M1 antag	OXTR agonist	M1 ag	TAAR1 antag	OXTR potentiate	CHO parental Ca
Cc1ccccc1NC(=O)c1ccc2nc(N3CCOCC3)sc2c1	4	1.6	-4	1	1.7	-3	-1	-5	-6
O=C(NCc1cccc(Cl)c1)C1Cc2c(-c3cccc(F)c3)ccnc2O1 (configuration not stated)	-2	/	9	-11	/	-1	-54	/	/

# (cont.)
SMILES,TAAR1 ag,V1aR counter,M1 PAM,M1 antag,OXTR agonist,M1 ag,TAAR1 antag,OXTR potentiate,CHO parental Ca
Cc1ccc2nc(N/N=C/c3ccccc3F)nc(-c3ccccc3)c2c1,3,-1.6,-4,-5,-3.1,-7,13,-8,-22
Cc1ccc(/C=c2/sc3n(c2=O)CCCN=3)o1,2,2.0,8,0,1.5,-5,-8,-18,-4
CC(C(=O)NN)n1nnc(N2CCOCC2)n1 (configuration not stated),0,-0.1,13,-10,0.0,-1,1,-6,-10
COc1cccc(NC(C(=O)Nc2cccc(C(C)=O)c2)c2ccccc2)c1 (configuration not stated),0,3.4,5,3,-0.9,-1,-13,-8,17
C[C@@H]1CN([C@@H](C)CO)C(=O)CCCn2nncc2CO[C@H]1CN(C)C(=O)NC1CCCCC1,5,/,2,-10,/,-5,-17,/,/
CN(Cc1ccc(O)cc1)C1CCCCC1,5,0.7,1,-3,0.3,-9,4,-2,0
O=C(NCc1n[nH]c(=S)n1-c1ccccc1)c1ccc(S(=O)(=O)N2CCCCC2)cc1,8,0.4,11,-6,0.0,-6,-3,-8,-8
c1ccc(-c2noc(-c3ccno3)n2)nc1,3,0.0,5,-12,-0.8,-4,-25,1,-6
Cc1onc(-c2ccccc2)c1-c1ccnn1S(=O)(=O)c1ccc(Cl)cc1,-1,0.2,-5,-5,-0.9,-3,16,-2,-9
O=C(Nc1ccc(Cc2ccncc2)cc1)C1CCC(N2C(=O)C3CC=CCC3C2=O)CC1 (configuration not stated),11,7.5,-1,2,9.8,-4,3,-10,-15
COc1ccccc1CN1C[C@@H]2C[C@@H](c3cccc(C)c3)N3CCC[C@@]23C1=O,3,-0.6,-12,3,-0.5,-14,11,-5,-31
O=C(c1ccco1)C(O)c1ccco1 (configuration not stated),1,0.1,1,-6,0.4,0,-13,-1,-8
Cc1ccccc1Nc1nc(N)nc(COC(=O)CCS(=O)(=O)c2ccccc2)n1,2,0.4,-1,4,0.0,-4,11,0,-1
CC(C)(C)OC(=O)N1CCC[C@H]1C(=O)OCC(=O)Nc1cc(S(C)(=O)=O)ccc1Cl,-1,2.7,0,5,3.5,-3,-7,-7,-18
C/C(CC(=O)Nc1cccc(F)c1)=N\NC(=O)c1ccncc1,1,4.6,5,-7,0.3,-1,-24,-5,-18
CCSc1nc2c(c(=O)[nH]c(=O)n2C)n1CC(O)COc1ccccc1 (configuration not stated),9,0.9,-6,-11,1.6,-5,-4,-9,-14
Cc1ccc(Nc2nc(N)nc(CN3CCN(c4ccccc4)CC3)n2)cc1Cl,12,-1.8,-4,-3,-2.3,-6,12,-6,-22
O=C(Cn1nc(C(=O)O)c2ccccc2c1=O)Nc1cc(S(=O)(=O)N2CCOCC2)ccc1Cl,2,0.7,1,-3,0.6,-1,6,-4,-9
COc1cc(C(=O)N[C@@H](C)C(=O)NCc2ccco2)cc(OC)c1OC,1,0.6,19,-8,0.7,0,-1,-3,-9
Cc1ccc(OCc2ccc(C(=O)Nc3ccc(S(N)(=O)=O)cc3)o2)cc1,36,2.2,-5,5,3.6,-7,20,-8,-4
CCC(C)[C@H](NC(=O)[C@@H]1Cc2ccccc2CN1C(=O)OC(C)(C)C)C(=O)NCC1CCC(C(=O)O)CC1 (some centres not stated),4,0.5,12,-18,0.5,-1,-3,7,-7
COc1ccccc1N(CC(=O)NCCc1ccccc1)S(C)(=O)=O,7,0.2,-1,-12,-0.4,-3,-10,-8,-3
O=C1c2ccccc2C(=O)C12OC2c1ccc(Cl)cc1 (configuration not stated),/,2.2,/,/,0.7,/,/,3,-3
CC(C)(C)c1ccc(C(=O)NCc2nnc(SCC(=O)NC3CCCCC3)o2)cc1,1,1.7,4,-9,-0.2,-5,-38,-6,-5

# Copied from the entries so far (4 entries):
SMILES,TAAR1 ag,V1aR counter,M1 PAM,M1 antag,OXTR agonist,M1 ag,TAAR1 antag,OXTR potentiate,CHO parental Ca
O=[N+]([O-])c1ccc2nc(-[n+]3c(-c4ccccc4)cc(-c4ccccc4)cc3-c3ccccc3)[nH]c2c1,/,1.4,-1,0,0.0,-9,/,-13,-16
Cc1ccccc1NC(=O)c1ccc2nc(N3CCOCC3)sc2c1,4,1.6,-4,1,1.7,-3,-1,-5,-6
O=C(NCc1cccc(Cl)c1)C1Cc2c(-c3cccc(F)c3)ccnc2O1 (configuration not stated),-2,/,9,-11,/,-1,-54,/,/
CCC(C)NC(=O)c1ccc(NC(=O)C2CCCO2)cc1 (configuration not stated),2,0.1,3,1,0.6,-3,-1,-3,0

# Following part.
SMILES,TAAR1 ag,V1aR counter,M1 PAM,M1 antag,OXTR agonist,M1 ag,TAAR1 antag,OXTR potentiate,CHO parental Ca
CC(C)c1ncc(CO)n1Cc1c(Cl)cccc1Cl,5,/,3,-5,/,-8,7,/,/
O=C(c1ccccc1)N(C(=O)c1ccccc1)c1ccccc1,0,/,1,-2,/,-6,-11,/,/
Cc1cccc(C(=O)N=c2sccn2C)c1[N+](=O)[O-],5,0.7,6,-6,-0.4,-4,-10,-5,-4
NC1=C(c2ccccc2)C(=O)NC1=O,-1,-1.3,5,-11,0.1,-4,-1,-3,-15
CCOc1ccc2[nH]c(=O)c(CN(CC3COCCO3)C(=O)c3ccco3)cc2c1 (configuration not stated),1,-0.3,5,-26,-0.1,-1,0,-4,-10
COc1ccc(S(=O)(=O)N=N/C=C2\C=CC=CN2O)cc1OC,5,/,7,-5,/,0,-17,/,/
COc1ccc(N2C(=O)/C(=C\c3ccco3)N=C2SCC(=O)NC(C)C)cc1Cl,0,1.4,9,-10,-1.2,0,8,10,-8
CCOC(=O)Cc1csc(NC(=O)c2ccc(Br)cc2)n1,2,5.1,-2,4,2.6,-2,21,-10,7
CC(C)CNC(=O)CN1c2cccc3cccc(c23)S1(=O)=O,-1,1.0,-5,2,1.5,-4,1,-8,-2
Cc1ccc2c(C(=O)CSc3ccccc3)c(C)[nH]c2c1,0,0.8,7,-4,-1.8,-5,11,-5,3
CCc1ccccc1NC(=O)CN1CCN(C(=O)CN2C(=O)NC3(CCCC3)C2=O)CC1,1,0.7,2,-9,-0.4,-4,-11,1,-9
COc1ccc(CCNC(=O)c2cc(S(=O)(=O)N3CCOCC3)ccc2F)cc1,2,1.8,2,7,3.0,-4,-4,-7,-23
CC(C)NS(=O)(=O)c1ccc(OCC(=O)N2CCCC2)cc1,5,0.1,-1,-5,1.2,-6,-18,-2,-1
COc1cccc(/C=N\NC(=O)c2sc(N)nc2C)c1OC,0,-0.8,0,-14,-2.8,-5,-4,-2,-27
Cc1ccc(SCc2cc(=O)c3c(=O)n(-c4ccccc4)[nH]c3[nH]2)cc1,0,-0.8,11,-8,0.0,-4,-7,-5,0
Cc1c(OCC(=O)NC(Cc2ccc(Cl)cc2)C(=O)O)ccc2c1oc(=O)c1ccccc12 (configuration not stated),4,-0.5,7,-14,-0.5,-3,-33,-3,7
CC1(C)CNC(=O)C=C(c2ccccc2)C1,0,-0.3,4,-25,-0.4,-3,-16,-3,-14
COc1ccc(C(=O)N2CCN(C3CCN(Cc4ccccc4)CC3)CC2)cc1OC,7,0.6,3,-4,0.6,-6,4,-3,3
CS(=O)(=O)N1CCN(c2ccccc2NC(=O)c2cccnc2Cl)CC1,17,0.5,6,-5,0.6,-2,7,-3,-19
CCOC(=O)N1CCN(C(=O)c2nc3ccccc3s2)CC1,10,1.2,11,-24,-0.9,-3,10,-11,-12
Cc1cc(OCC#N)nc(N)n1,4,1.3,13,-10,0.8,-7,-14,4,-5
